Source: PubChem
phage Ecoli inh: E. coli growth loss with phage present. growth absorbance. inhibition, % at 11.9 µM. 360,000 tested, 0.26% active. AID 651602; in the data active = inhibition above about 11%
SR-BI uptake up: SR-BI HDL lipid transfer activation; CHO ldlA[mSR-BI] cells, DiI-HDL uptake fluorescence, 3 h; 100 = double the neutral-control signal; 320,000 tested, 0.096% active; AID 504775; activation, % at 12.5 µM;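 active = mean replicate activation of at least 60% and every replicate at or above 60%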;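 note: 0% = median plate neutral-control signal and 100% = twice that signal; values of inactives mirror those of a sister screen read the other way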
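system = CHO ldlA[mSR-BI] cells, LDL receptor-null, SR-BI overexpressing | medium = Ham's F12 with 0.5% BSA, HEPES 25 mM, pH 7.4 | probe or stimulus = DiI-HDL 10 µg/mL | compound dosing = single-point compound dose | incubation = compound exposure 3 h, 37 °C | technique = DiI fluorescence, bottom read | read-out = cell-associated DiI fluorescence as measure of HDL uptake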
CAL PDZ FP-1: blocks peptide binding to the human CAL PDZ domain; inhibition, % at 24.9 µM; purified CAL PDZ, TMR-peptide fluorescence polarization, 1 h; 300,000 tested, 0.92% active; AID 602252; Q9HD26;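 active = mean inhibition of at least 30% with at least half of replicates also reaching 30%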;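 note: 0% = DMSO neutral control and 100% = excess unlabeled competitor peptide PRC23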
MITF TRPM1 HTS: MITF TRPM1 promoter activation in melanoma cells; SK-MEL-5 TRPM1-promoter luciferase, 24 h; % of positive control, neutral wells = 0; activation, % at 12.5 µM; 300,000 tested, 0.75% active; AID 588334;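 active = mean activation of at least 80% with every replicate also reaching 80%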;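 note: 0% = neutral control wells and 100% = parthenolide positive control wells; values of inactives mirror those of a sister screen read the other way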
CAL PDZ FP-2: human CAL PDZ-peptide interaction inhibition. AID 504414. inhibition, % at 20 µM. purified CAL PDZ, TMR-peptide fluorescence polarization, 1 h. Q9HD26. 330,000 tested, 0.02% active;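 active = highest replicate inhibition of at least 40%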;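 note: plate controls were DMSO neutral control wells for no effect and unlabeled competitor peptide control wells for full effect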
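material = purified tagged CAL PDZ domain construct (CerCALP) | buffer or medium = sodium phosphate/NaCl buffer pH 7.4 with TCEP, IgG, Thesit | reagent = TMR-labelled reporter peptide T*-PRC34 bound in PDZ groove | incubation = 1 h room-temperature incubation prior to read | measured by = fluorescence polarization (mP) | evaluation = percent inhibition from loss of millipolarization | control set = unlabelled peptide and DMSO controls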
Tat transport: E. coli Tat transport inhibition; AID 488895; inhibition, % at 10 µM; E. coli MC4100 TorA-mCherry Tat export, fluorescence; 340,000 tested, 0.036% active;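 active = mean replicate inhibition at least 50% and at least half of replicates individually reaching 50%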;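 note: exported cargo escapes ClpAP degradation while cytoplasmic cargo is degraded and loses fluorescence; 0% = median of neutral control wells and 100% = median of NaSCN control wells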
Wnt act: activators of Wnt/beta-catenin signaling; AID 743398; Wnt/beta-catenin reporter cell assay, activator, plate reader; 300,000 tested, 1.2% active; activation, % at 9.35 µM; in the data active = activation above about 30%, passing the limit was not always enough;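 note: 0% = neutral control wells and 100% = positive control wells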
Ecoli viability: counter-screen for AddAB inhibitors: E. coli growth inhibition | E. coli V3065 growth, OD600 absorbance, 18 h | inhibition, % at 11.9 µM | 330,000 tested, 0.27% active | AID 449728;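 active = inhibition above the campaign's mean inhibition across all tested compounds plus 3 SD, cut at about 9.9% in these data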;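 note: uninfected addAB+ strain grown without phage in ampicillin broth; 0% = DMSO wells and 100% = ciprofloxacin 0.95 µg/ml wells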
AddAB inh: less growth of phage-infected E. coli with AddAB; E. coli expressing H. pylori AddAB, absorbance growth; AID 435030; inhibition, % at 11.9 µM; 330,000 tested, 0.29% active; in the data active = inhibition above about 12%;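 note: 0% = vehicle wells of infected cells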
SR-BI DiI inh: mouse SR-BI HDL lipid transfer inhibition; 320,000 tested, 0.96% active; inhibition, % at 12.5 µM; Q61009; AID 488896; ldlA[mSR-BI] CHO cells, DiI-HDL uptake fluorescence, 3 h;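 active = mean replicate inhibition of at least 70% and a set share of replicates each scoring 70 or more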;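 note: 0% = median of neutral control wells and 100% = median of positive control wells; values of inactives mirror those of a sister screen read the other way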
Target sequence (Q61009 whole entry, looked up): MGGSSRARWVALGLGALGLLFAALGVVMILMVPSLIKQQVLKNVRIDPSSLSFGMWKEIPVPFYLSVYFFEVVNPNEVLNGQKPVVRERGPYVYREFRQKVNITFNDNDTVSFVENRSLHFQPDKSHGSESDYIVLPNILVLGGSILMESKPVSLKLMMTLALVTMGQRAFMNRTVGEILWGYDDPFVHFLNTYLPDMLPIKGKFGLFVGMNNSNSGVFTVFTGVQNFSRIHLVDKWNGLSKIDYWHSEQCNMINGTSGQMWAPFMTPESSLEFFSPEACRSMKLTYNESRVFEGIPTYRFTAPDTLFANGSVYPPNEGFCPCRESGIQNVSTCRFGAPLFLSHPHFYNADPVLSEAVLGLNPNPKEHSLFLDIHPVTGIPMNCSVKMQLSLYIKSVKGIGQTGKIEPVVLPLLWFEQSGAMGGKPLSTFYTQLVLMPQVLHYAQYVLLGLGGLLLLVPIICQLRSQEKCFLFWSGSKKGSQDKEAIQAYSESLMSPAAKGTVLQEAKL
Active calls of the source: *; . = no result given.

SMILES	phage Ecoli inh	SR-BI uptake up	CAL PDZ FP-1	MITF TRPM1 HTS	CAL PDZ FP-2	Tat transport	Wnt act	Ecoli viability	AddAB inh	SR-BI DiI inh
COCCNC(=S)N1CCOCC1	0.9	-2	-4	-2	0.2	1	0	-0.5	-0.7	2
CC(=O)Nc1cccc(C(=O)OC(C)C(=O)NCc2ccc3c(c2)OCO3)c1 (centres undefined)	1.5	23	-5	8	-0.4	1	1	0.6	1.9	-23
O=[N+]([O-])c1ccc(COc2ccccc2CN2CCOCC2)cc1	2.8	19	1	-8	-0.4	-2	-1	.	.	-19
CCOC(=O)c1c(NC(=O)CSC2=NN3CCCC(=O)N=C3S2)sc2c1CCCCC2	2.7	-11	1	.	0.8	12	-5	-0.8	-1.7	11
COc1ccc(/C=C/C(=O)c2cc(F)ccc2OC(=O)c2ccccc2)cc1OC	1.7	.	-3	-63	-0.3	6	-33	-0.1	0.9	.
O=C(c1ccccc1NS(=O)(=O)c1ccc(F)cc1)N1CCCCC1	1.7	10	-1	-1	-0.7	-1	-1	-1.0	0.8	-10
COc1ccc(NC(C)=[N+](C)CCNS(=O)(=O)c2ccc(Cl)cc2)cc1Cl	1.6	6	-3	6	-2.5	-8	-2	0.8	4.0	-6
O=C(CN1C(=O)COc2ccccc21)N(Cc1ccc2c(c1)OCO2)CC1CCCO1 (centres undefined)	1.7	-21	-4	9	.	-1	.	0.2	1.8	21
COc1ccc(NC(=O)CSc2ccc(-c3sc(C)nc3C)nn2)cc1	1.2	-7	-3	9	0.7	6	3	2.1	-1.0	7
COc1ccc(-c2nc(C#N)c(NCc3cccnc3)o2)cc1OC	2.2	3	-3	.	-1.4	-3	.	0.8	2.1	-3
COC(=O)c1ccccc1S(=O)(=O)NNC(=O)C12CC3CC(CC(C3)C1)C2	-1.4	7	-2	-4	-0.4	3	-2	-0.9	-0.3	-7
O=C(NCc1ccccc1C(F)(F)F)C12CN(Cc3ccccc3)CC1C(c1ccc([N+](=O)[O-])cc1)=NO2 (centres undefined)	2.2	-34	-1	8	0.8	-10	-1	3.0	2.1	34
CCc1ccccc1OCCOc1ccc(C)cc1OC	0.2	3	-4	.	-0.9	11	0	0.4	2.5	-3
CCOc1ccccc1NC(=O)COc1coc(CN2CCc3ccccc32)cc1=O	4.5	-52	.	-4	-0.6	11	-1	0.9	-1.1	52
CCCCCCSc1ccc(-c2nc3ccccn3c2NCCCC)cc1	0.2	-17	-4	-2	0.8	7	-2	1.9	3.3	17
COc1ccccc1/C=N/NC(=O)CC(=O)Nc1ccc(Cl)c(Cl)c1	0.9	-7	-1	-8	-2.0	6	-10	2.2	2.0	7
O=C(NC(=S)Nc1c(Cl)ccc2nsnc12)c1ccccc1F	-0.7	6	5	-9	1.0	11	0	-0.7	3.4	-6
COc1ccccc1-c1ccc(Nc2cccc(C(C)=O)c2)nn1	2.5	-43	.	73	-2.7	-4	5	0.4	-0.5	43
CSc1cc(-c2ccccc2)n(Cc2ccccc2Cl)c(=O)c1C#N	0.7	8	-3	-3	0.3	-3	.	-0.6	3.7	-8
COc1ccc(CC2(CO)CCN(Cc3cccnc3)CC2)cc1	4.0	4	-8	-2	-0.4	-7	-1	0.7	3.9	-4
O=C(CCCN1C(=O)S/C(=C/c2ccccc2)C1=S)Nc1ccc(C(=O)O)cc1	2.7	17	4	10	-2.3	-5	3	1.2	1.8	-17
CC(C)(C)[C@H]1C=C(C(=O)N2CCOCC2)O[C@@H](OCCCCO)C1	2.9	24	1	.	0.1	-16	2	0.8	0.2	-24
Cc1ccc(CNC(=O)Cn2cccc2C(=O)c2ccccc2)cc1	0.8	-8	-1	1	-1.7	-7	-2	3.2	1.3	8
Cn1c(=O)c2c(nc(OCCc3ccccc3)n2C)n(C)c1=O	2.1	-7	-4	-7	-1.4	4	1	-0.9	-2.2	7
O=C(OCC(=O)N1CCOCC1)c1ccc(Cl)c(S(=O)(=O)N2CCc3ccccc32)c1	2.5	-2	-3	11	-2.4	-7	-2	-0.1	-0.1	2
NC(=O)c1cc(-c2csc(-c3cccnc3)n2)ccc1O	1.9	.	-5	36	-2.9	0	10	0.2	1.2	.
COc1ccc(CN(Cc2ccc(OC)cc2)S(=O)(=O)c2ccc(-n3cnnn3)c(C)c2)cc1	-0.4	-19	0	-1	-0.7	1	1	-0.9	4.2	19
Cn1nc(-c2ccccc2)cc1NC(=O)Nc1ccc(C(C)(C)C)cc1	0.5	-16	-5	2	-0.6	34	3	3.7	1.7	16
CCOc1ccc2oc(C(=O)NCC(C)(C)CN(C)C)c(C)c2c1	0.3	.	0	9	-1.6	9	3	1.1	-0.4	.
CCN(CC)CCNC(=O)Cn1nc(Cc2cccnc2)c2ccccc2c1=O	1.2	4	.	.	-1.1	-3	0	0.1	3.2	-4
CCCn1cccc(C(=O)Nc2ccc(OC)cc2)c1=O	0.7	-3	-2	27	-1.5	11	5	0.9	-1.4	3
CCCCN(C)C1CCN(C(=S)Nc2ccc(OC)cc2)CC1	1.5	.	0	7	-2.2	-1	3	3.3	-0.4	.
O=C(O)c1ccccc1N=N/C(=N/Nc1cc(S(=O)(=O)O)ccc1O)c1ccccc1	2.6	-11	7	-11	2.2	-6	0	-2.6	1.9	11
O=C(N/N=C\c1ccc(-c2ccc(Cl)c(Cl)c2)o1)C(=O)N1CCCC1	1.3	16	-7	-1	0.4	-3	.	1.4	-1.0	-16
Cc1ccc(C(=O)NCCc2nnc3ccc(NCc4ccc5c(c4)OCO5)nn23)cc1	-0.4	-7	0	-8	-3.5	-2	2	0.5	-0.9	7
Fc1ccc(NC(=S)Nc2ccc3nccnc3c2)cc1	2.6	10	-6	11	-2.7	-2	8	0.2	-1.4	-10
N#C/C(=C/c1ccc(-c2cccc([N+](=O)[O-])c2)o1)C(=O)Nc1nc(-c2cccs2)cs1	0.9	-31	-3	-3	0.0	-12	-4	.	.	31
CSc1ncc(Cl)c(C(=O)Nc2ccccc2[N+](=O)[O-])n1	0.4	-21	-1	.	-1.9	13	-5	-1.2	1.8	21
CNS(=O)(=O)c1cc(OC)ccc1OC	1.2	16	-3	8	-2.6	-7	.	-0.3	2.9	-16
COc1ccc(C(=O)NC2CCCCCC2)cc1OC1CCN(C(C)=O)CC1	1.1	-5	-3	-1	-2.2	-8	0	0.1	4.1	5
Cc1cc(C)n(C(=O)CCCn2nc(C)c([N+](=O)[O-])c2C)n1	3.2	-18	-1	-2	-0.5	-9	0	0.1	1.4	18
COCCN(C(=O)c1ccc2c(c1)C(=O)N(c1ccccc1Cl)C2=O)c1c(N)n(CC(C)C)c(=O)[nH]c1=O	2.7	20	-6	1	0.3	-2	3	.	.	-20
O=P(O)(CCc1ccccn1)CN1CCOCC1	0.4	-9	-2	3	0.0	1	-3	-0.9	0.5	9
CCC(C)c1ccc(OCC(=O)Nc2ccc(Cl)cn2)cc1 (centres undefined)	4.1	0	-4	.	-0.4	18	.	-0.8	1.6	0
O=C1N=C(O)CN1/N=C/c1ccc(-c2ccc([N+](=O)[O-])cc2)o1	2.9	4	1	-1	-0.5	-2	-2	-2.7	0.9	-4
O=C(CCC(=O)c1ccccc1)NCc1cccc(C(F)(F)F)c1	0.1	26	-3	2	-1.2	9	-3	-1.8	-1.4	-26
CCN(CC)C(=O)CSc1nc(O)c(Cc2ccccc2)c(=O)n1-c1ccc(C)cc1	2.2	7	-21	.	0.0	8	1	-0.5	3.5	-7
O=C1CSC(c2ccccc2Br)N1c1ccc(Cl)cn1 (centres undefined)	0.3	28	15	-1	-1.1	8	-2	-2.1	0.7	-28
Cc1ccc2c(c1)/C(=C/c1ccccc1)C(=O)N2	-1.7	-1	-1	-4	-1.7	-4	3	1.3	4.6	1
CC1=NN(C(C#N)c2cccc([N+](=O)[O-])c2)C(C)(C)C1 (centres undefined)	2.6	15	-6	-1	-0.7	-6	0	1.6	2.1	-15
O=C(Oc1c(CN2CCOCC2)cc(Cl)c2cccnc12)c1ccccc1Cl	-1.5	1	-3	-75	-1.4	1	1	-6.6	-3.2	-1

By substructure, the compounds so far containing an aryl methoxy group.
SMILES	phage Ecoli inh	SR-BI uptake up	CAL PDZ FP-1	MITF TRPM1 HTS	CAL PDZ FP-2	Tat transport	Wnt act	Ecoli viability	AddAB inh	SR-BI DiI inh
COc1ccc(/C=C/C(=O)c2cc(F)ccc2OC(=O)c2ccccc2)cc1OC	1.7	.	-3	-63	-0.3	6	-33	-0.1	0.9	.
COc1ccc(NC(C)=[N+](C)CCNS(=O)(=O)c2ccc(Cl)cc2)cc1Cl	1.6	6	-3	6	-2.5	-8	-2	0.8	4.0	-6
COc1ccc(NC(=O)CSc2ccc(-c3sc(C)nc3C)nn2)cc1	1.2	-7	-3	9	0.7	6	3	2.1	-1.0	7
COc1ccc(-c2nc(C#N)c(NCc3cccnc3)o2)cc1OC	2.2	3	-3	.	-1.4	-3	.	0.8	2.1	-3
CCc1ccccc1OCCOc1ccc(C)cc1OC	0.2	3	-4	.	-0.9	11	0	0.4	2.5	-3
COc1ccccc1/C=N/NC(=O)CC(=O)Nc1ccc(Cl)c(Cl)c1	0.9	-7	-1	-8	-2.0	6	-10	2.2	2.0	7
COc1ccccc1-c1ccc(Nc2cccc(C(C)=O)c2)nn1	2.5	-43	.	73	-2.7	-4	5	0.4	-0.5	43
COc1ccc(CC2(CO)CCN(Cc3cccnc3)CC2)cc1	4.0	4	-8	-2	-0.4	-7	-1	0.7	3.9	-4
COc1ccc(CN(Cc2ccc(OC)cc2)S(=O)(=O)c2ccc(-n3cnnn3)c(C)c2)cc1	-0.4	-19	0	-1	-0.7	1	1	-0.9	4.2	19
CCCn1cccc(C(=O)Nc2ccc(OC)cc2)c1=O	0.7	-3	-2	27	-1.5	11	5	0.9	-1.4	3
CCCCN(C)C1CCN(C(=S)Nc2ccc(OC)cc2)CC1	1.5	.	0	7	-2.2	-1	3	3.3	-0.4	.
CNS(=O)(=O)c1cc(OC)ccc1OC	1.2	16	-3	8	-2.6	-7	.	-0.3	2.9	-16
COc1ccc(C(=O)NC2CCCCCC2)cc1OC1CCN(C(C)=O)CC1	1.1	-5	-3	-1	-2.2	-8	0	0.1	4.1	5
